NR2F2 inh = NR2F2 (human) inhibition, primary screen. AID 686940. inhibition, % at 8.6 µM. HEK293T NGFI-A luciferase reporter, luminescence. actives 0.7% (n = 370,000). P24468;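 active = inhibition above a per-plate cutoff, mean inhibition of test wells between control levels plus 3 SD, cut at about 38% in these data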;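 also: cells cotransfected with COUP-TFII expression vector driving the NGFI-A reporter; 0% = median of COUP-TF2 test wells and 100% = reporter-only cells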
SRC2 inh = inhibits human steroid receptor coactivator 2; AID 651957; HEK293 GAL4-SRC2 luciferase reporter, luminescence; inhibition, % at 9 µM; Q15596; actives 0.17% (n = 370,000);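 active = inhibition above the mean inhibition of all tested compounds plus 3 SD, set per campaign, cut at about 52% in these data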;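 also: 0% = DMSO treated cells and 100% = cells given Gossypol at 36 µM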
Target sequence (Q15596 whole entry, looked up, the tested form may be a part): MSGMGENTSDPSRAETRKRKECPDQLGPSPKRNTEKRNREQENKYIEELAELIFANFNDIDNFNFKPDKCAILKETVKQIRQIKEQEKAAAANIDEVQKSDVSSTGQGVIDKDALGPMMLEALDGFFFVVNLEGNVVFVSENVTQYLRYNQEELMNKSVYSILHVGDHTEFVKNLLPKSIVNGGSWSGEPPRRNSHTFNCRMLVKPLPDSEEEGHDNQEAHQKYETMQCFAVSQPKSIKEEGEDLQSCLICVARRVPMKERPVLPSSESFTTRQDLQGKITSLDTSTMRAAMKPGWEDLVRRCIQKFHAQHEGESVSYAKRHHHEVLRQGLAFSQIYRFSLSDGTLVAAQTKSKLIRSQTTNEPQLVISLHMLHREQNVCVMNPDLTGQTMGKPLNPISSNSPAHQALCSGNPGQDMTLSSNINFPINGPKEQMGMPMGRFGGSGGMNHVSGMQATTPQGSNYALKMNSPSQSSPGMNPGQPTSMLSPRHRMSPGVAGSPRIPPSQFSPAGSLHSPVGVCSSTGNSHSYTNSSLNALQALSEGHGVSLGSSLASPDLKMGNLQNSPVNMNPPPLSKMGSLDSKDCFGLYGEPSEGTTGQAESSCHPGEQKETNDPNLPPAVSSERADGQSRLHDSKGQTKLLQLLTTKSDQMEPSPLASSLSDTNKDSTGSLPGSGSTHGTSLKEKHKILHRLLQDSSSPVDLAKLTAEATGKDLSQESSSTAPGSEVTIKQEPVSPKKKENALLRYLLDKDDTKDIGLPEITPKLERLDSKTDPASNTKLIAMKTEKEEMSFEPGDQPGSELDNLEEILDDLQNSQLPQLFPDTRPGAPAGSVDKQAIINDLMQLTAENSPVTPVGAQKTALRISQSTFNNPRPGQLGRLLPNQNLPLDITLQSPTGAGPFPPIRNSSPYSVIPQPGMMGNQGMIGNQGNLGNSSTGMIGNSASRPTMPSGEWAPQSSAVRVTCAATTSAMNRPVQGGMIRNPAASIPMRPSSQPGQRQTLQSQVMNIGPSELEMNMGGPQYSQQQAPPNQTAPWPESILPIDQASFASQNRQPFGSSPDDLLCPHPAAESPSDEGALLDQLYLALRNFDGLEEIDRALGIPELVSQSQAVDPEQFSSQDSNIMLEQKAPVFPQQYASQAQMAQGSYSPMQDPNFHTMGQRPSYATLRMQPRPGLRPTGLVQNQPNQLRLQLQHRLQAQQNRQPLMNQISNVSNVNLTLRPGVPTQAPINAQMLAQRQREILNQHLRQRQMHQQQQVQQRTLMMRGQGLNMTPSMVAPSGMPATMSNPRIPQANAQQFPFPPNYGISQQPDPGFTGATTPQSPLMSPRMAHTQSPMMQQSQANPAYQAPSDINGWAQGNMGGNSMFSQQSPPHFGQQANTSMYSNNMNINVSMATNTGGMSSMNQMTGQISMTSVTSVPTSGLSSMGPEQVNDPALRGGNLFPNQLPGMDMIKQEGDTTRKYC
LRH-1 inv ag = inverse agonists of human LRH-1 (NR5A2); actives 0.13% (n = 360,000); O00482; inhibition, % at 3.6 µM; HEK293T StAR-luciferase reporter, LRH-1 transfected, 24 h;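 active = inhibition above the mean inhibition of all tested compounds plus 3 SD, cut at about 73% in these data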;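 also: 0% = DMSO wells and 100% = reporter-only cells lacking LRH-1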
SRC1 inh = inhibitors of human steroid receptor coactivator 1 (SRC1); actives 0.12% (n = 360,000); HEK293 GAL4-SRC1 luciferase reporter, luminescence; inhibition, % at 3.6 µM; Q15788;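 active = inhibition above the campaign mean plus 3 SD, with each screening campaign given its own cutoff, cut at about 60% in these data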;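 also: 0% = DMSO treated cells and 100% = gossypol at 36 µM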
TROY signal inh = TROY signaling inhibition | Q293 LMP1-TROYcd NF-kB luciferase reporter, 4 h | inhibition, % at 10 µM | actives 0.98% (n = 360,000);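 active = compounds whose plate-normalised and pattern-corrected inhibition of the luciferase reporter signal at the single screening dose is 50% or more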
TRAIL sens C8 = caspase-8 TRAIL sensitization | inhibition (viability loss, TRAIL sensitization), % at 10 µM | actives 1% (n = 360,000) | NB7+C8 cells + TRAIL, ATPlite viability luminescence;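 active = compounds causing at least 50% loss of cell viability in the single-dose screen, relative to plate controls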
LMP1 NFkB inh = inhibitors of Epstein-Barr LMP1-induced NF-kappaB reporter. LMP1-induced NF-kappaB luciferase reporter cells, luminescence. inhibition, % at 12.5 µM. actives 0.69% (n = 350,000). AID 504558; in the data active = inhibition above about 41%;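 also: 0% = neutral control wells and 100% = reference inhibitor control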
TWEAK-Fn14 inh = inhibitors of TWEAK-Fn14 interaction signaling. actives 2% (n = 360,000). TWEAK-stimulated Fn14 reporter cells, luciferase luminescence, 8 h. inhibition, % at 10 µM; in the data active = inhibition above about 50%
NCOA3 inh = inhibitors of human steroid receptor coactivator 3 (SRC3); Q9Y6Q9; HEK293 GAL4-SRC3 luciferase reporter, luminescence; inhibition, % at 3.6 µM; actives 0.17% (n = 360,000); AID 588352;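 active = inhibition above a per-campaign cutoff, the mean of all compounds plus 3 SD, cut at about 60% in these data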;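 also: 0% = DMSO-treated cells and 100% = gossypol-treated cells at 36 µM; higher means less SRC3-driven luciferase light from the GAL4 reporter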
CF NFkB inh = blocks PAF-induced NF-kB reporter in cystic fibrosis cells | KKLEB NF-kB-GFP reporter, GFP fluorescence overnight | inhibition, % at 5 µM | actives 0.86% (n = 360,000);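 active = at least 50% inhibition at 5 µM, scaled per plate between neutral and stimulator controls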;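 also: PAF is a Pseudomonas aeruginosa culture filtrate used as stimulus; plate controls were PAF-stimulated DMSO wells for no effect and unstimulated DMSO wells for full effect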
KKLEB cytotox = counter-screen for CF NF-kB inhibitors: cytotoxicity; actives 0.36% (n = 360,000); KKLEB CF airway cells viability, ATPlite luminescence, overnight; hits give low values; cells stimulated with P. aeruginosa culture filtrate; AID 602141; activity change (cytotoxicity), % at 5 µM;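 active = corrected activity change at or below -50% at 5 µM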
* marks the source's active call; other numbers are inactive results; / = no result given.

SMILES | NR2F2 inh | SRC2 inh | LRH-1 inv ag | SRC1 inh | TROY signal inh | TRAIL sens C8 | LMP1 NFkB inh | TWEAK-Fn14 inh | NCOA3 inh | CF NFkB inh | KKLEB cytotox
COC(=O)c1cc(S(=O)(=O)Nc2nn(C)c3ccccc23)oc1C | -19.6 | 7.3 | -14.3 | -2.7 | -0.5 | 0.7 | 0.3 | 1.7 | -8.1 | 7.6 | -10.8
O=C(Nc1ccccc1)c1nc[nH]c1C(=O)N1CCN(c2ccccc2)CC1 | -11.2 | -10.0 | 0.6 | -15.4 | 1.3 | 0.8 | -1.3 | -1.4 | -0.3 | 16.8 | 6.4
Cc1ccc(S(=O)(=O)NCC(=O)N(CC(=O)NC2CCCCC2)Cc2ccco2)cc1 | -12.3 | 2.4 | 16.9 | -10.7 | 9.8 | 14.8 | -11.8 | 7.1 | 12.3 | -1.6 | 10.6
O=C(N/N=C/c1ccc([N+](=O)[O-])o1)c1cccc(S(=O)(=O)N2CCOCC2)c1 | 5.5 | -8.7 | 0.4 | 6.8 | -0.8 | -3.6 | -5.5 | 7.6 | 14.8 | 14.0 | 3.8
O=S(=O)(N1CCCCC1)N1CCN(c2ccccc2F)CC1 | 2.6 | -16.2 | 8.8 | -6.0 | -10.7 | -5.3 | -1.9 | 15.1 | 5.7 | 12.1 | -13.6
CC(c1ccccc1)n1c(SCC(=O)Nc2ccccc2)n[nH]c1=O (stereo unspecified) | 29.7 | 5.8 | 1.6 | 13.8 | -7.1 | -1.0 | 9.6 | 6.7 | 7.4 | 2.6 | 1.1
CCCOc1cc(CN2CCCCC2)cc(C(C)=O)c1 | -4.1 | 2.5 | 8.5 | 15.5 | -11.6 | -17.4 | 2.3 | 4.8 | 6.0 | 5.6 | -0.3
COC(=O)c1sccc1-c1ccc(/C=N/OCc2c(Cl)cccc2Cl)o1 | 7.5 | 15.3 | 7.7 | -9.1 | -35.8 | -4.6 | -1.9 | 13.3 | -3.6 | -1.1 | -8.3
O=C(c1ccc(N2C(=O)C3C4c5ccccc5C(c5ccccc54)C3C2=O)cc1)N1CCOCC1 (stereo unspecified) | 2.2 | -15.3 | -0.4 | 0.7 | -5.4 | 6.2 | 10.3 | -23.9 | -1.4 | -1.9 | -12.1
CCOc1cc(C2C(C(=O)OC)=C(C)N=C3SCCC(=O)N32)ccc1OC(C)=O (stereo unspecified) | -2.6 | -4.0 | 3.4 | -22.6 | 5.3 | 10.7 | -17.3 | -18.1 | -22.9 | -2.8 | 0.2
COc1ccc2oc(=O)c(C(=O)NCc3ccco3)cc2c1 | -20.4 | -45.4 | -16.5 | -78.8 | -25.4 | 13.7 | 2.8 | 17.0 | -57.8 | 7.8 | 14.9
Cc1ccc(S(=O)(=O)Nc2nonc2C)cc1 | -7.6 | -20.8 | 10.6 | -6.7 | -4.3 | 0.3 | -7.8 | -0.7 | 1.0 | 13.2 | 8.3
Cc1nn(Cc2ccc(Cl)c(Cl)c2)c(C)c1NC(=O)c1noc2c1CCCCC2 | 12.0 | -2.4 | 30.2 | 5.4 | 36.4 | 1.9 | 4.6 | 18.9 | -18.4 | 3.9 | -1.1
Cc1nn2c3c(cnc2c1-c1ccc(Cl)cc1)C(=O)CC(c1ccco1)C3 (stereo unspecified) | -1.5 | 19.4 | -10.5 | -0.7 | 4.0 | 6.9 | 4.4 | 1.2 | 6.8 | -2.6 | -10.8
OC(CN1CCN(c2ncc(C(F)(F)F)cc2Cl)CC1)c1ccccc1 (stereo unspecified) | 5.5 | 10.4 | -18.5 | 16.2 | 13.8 | 15.2 | 0.5 | 6.8 | -8.2 | 8.0 | -2.4
CC(C)(C)c1ccc(NC(=O)C2CCCN(c3cnccn3)C2)cc1 (stereo unspecified) | -2.3 | 4.7 | 16.8 | -1.0 | 5.3 | 5.5 | -12.8 | -25.5 | 5.2 | -11.2 | 4.6
C=CCC(NC(C)c1ccccc1)c1ccco1 (stereo unspecified) | 6.9 | -19.4 | 25.5 | -1.2 | -9.9 | 21.5 | 3.8 | 8.5 | 8.2 | -7.0 | -0.3
Cn1c(CNC(=O)OC(C)(C)C)nnc1SCC(=O)N1CCOCC1 | 2.2 | -29.2 | 0.7 | -4.6 | -18.9 | -2.0 | -9.4 | -10.0 | 18.0 | -14.9 | 15.4
CC(C)(C)c1ccc(S(=O)(=O)NCC(=O)Nc2ccc(-c3nc4ccccc4s3)cc2)cc1 | -30.4 | -36.1 | -22.1 | -87.5 | -14.9 | 19.6 | -17.9 | -27.3 | -24.0 | 0.9 | 5.8
COc1ccc(CNC(=O)c2ccc3c(=O)n(-c4ccccc4)c(=O)[nH]c3c2)cc1 | / | / | 5.7 | 4.4 | 5.6 | 14.6 | -7.3 | 28.3 | -7.6 | -13.7 | 9.3

As entered above:
`COC(=O)c1cc(S(=O)(=O)Nc2nn(C)c3ccccc23)oc1C` in TRAIL sens C8: 0.7
`C=CCC(NC(C)c1ccccc1)c1ccco1` (stereo unspecified) in SRC2 inh: -19.4

Other compounds.
SMILES | NR2F2 inh | SRC2 inh | LRH-1 inv ag | SRC1 inh | TROY signal inh | TRAIL sens C8 | LMP1 NFkB inh | TWEAK-Fn14 inh | NCOA3 inh | CF NFkB inh | KKLEB cytotox
Cc1cc(C)n(CC(=O)N/N=C/c2cc(Br)cc([N+](=O)[O-])c2O)n1 | 10.7 | -2.8 | -4.7 | -13.8 | 18.8 | 1.6 | 0.0 | 1.2 | -4.2 | 19.9 | 4.8
COc1ccc(NC2c3ccccc3C(=O)N2Cc2ccccc2Cl)cc1OC (stereo unspecified) | 2.2 | -22.2 | 24.3 | 14.3 | 0.2 | -18.5 | 5.3 | -14.7 | 8.7 | -1.5 | 3.1
O=C(NNc1c(Cl)cc(Cl)cc1Cl)c1cccc([N+](=O)[O-])c1 | 11.7 | 11.7 | 14.0 | -3.3 | -10.0 | 1.3 | -5.3 | -5.2 | -6.1 | -10.0 | 8.8
CNc1ncnc2c1ncn2[C@H]1CN(Cc2ccncc2)C[C@@H](CO)O1 | -23.0 | -8.5 | -11.8 | 16.2 | -1.4 | -0.8 | / | -10.5 | -16.9 | -1.1 | -0.1
CCOC(=O)N1CCN(C(=O)c2cc3c(-c4cccc(OC)c4)nn(C)c3s2)CC1 | 26.1 | 11.5 | -5.9 | 2.3 | 8.9 | -8.2 | -5.9 | 14.2 | -31.8 | -10.1 | 14.2
CCC(CC)c1nnc(NC(=O)CN2C(=O)NC3(CCCC3)C2=O)s1 | 16.3 | 16.7 | -1.6 | -1.2 | -8.0 | -13.7 | -3.1 | -5.4 | 18.4 | 14.6 | 10.2
CC(C)C(N)c1csc(Nc2ccc(C(=O)N(C)Cc3ccccc3)cn2)n1 (stereo unspecified) | 0.5 | 16.9 | 10.8 | 3.3 | -25.8 | 11.2 | / | -36.5 | 0.0 | 5.7 | 0.9
Cc1cc(C)nc(/N=C2\NC(=O)CC(C(=O)O)N2c2ccc(Oc3ccccc3)cc2)n1 (stereo unspecified) | 9.6 | -3.5 | 0.7 | -4.3 | 4.8 | -15.5 | -1.1 | 18.4 | 29.8 | 4.0 | 13.3
COC(=O)Cn1c(=NC(=O)c2ccc(S(=O)(=O)N3CCc4ccccc4C3)cc2)sc2cc(OC)ccc21 | -20.3 | -13.0 | 17.3 | 17.8 | -10.0 | -2.0 | -17.1 | -7.8 | 25.0 | -9.2 | -10.7
CC1=C(C(=O)OC2CCCCCCC2)C(c2ccc(O)cc2)NC(=O)N1 (stereo unspecified) | -10.4 | -0.6 | -9.7 | 10.8 | 7.6 | -7.6 | -11.8 | -13.2 | -5.6 | 12.2 | -2.0
O=C(Cn1cnc2scc(-c3ccccc3)c2c1=O)NCc1ccco1 | 10.7 | -6.8 | 11.4 | -11.4 | -8.7 | -6.1 | 1.0 | 11.8 | 1.3 | 2.6 | 15.5
COc1cccc(C2CCCN2Cc2nc(-c3sccc3C)oc2C)c1 (stereo unspecified) | 2.8 | -19.0 | 8.0 | -3.8 | -14.0 | -2.4 | 4.7 | -8.8 | 16.3 | -3.0 | 14.9
COc1cccc(CN(C)C(=O)c2ccc3nccnc3c2)c1 | 14.8 | -7.1 | 18.4 | 1.2 | -19.4 | -7.3 | 1.3 | -1.6 | -0.2 | 0.7 | -1.2
CCC(CC)c1nnc(NC(=O)C2CCCO2)s1 (stereo unspecified) | 20.7 | -19.1 | -6.2 | -10.1 | -4.2 | 9.2 | 0.3 | 4.3 | -10.0 | 20.8 | -4.6
CCc1nc2nc(C)c(NS(=O)(=O)c3ccc(F)cc3)c(=O)n2[nH]1 | -11.9 | 6.8 | 5.7 | 8.6 | -3.0 | -20.6 | -1.8 | 7.0 | -12.0 | -23.8 | -2.6
O=C(Nc1cccc(N2C(=O)C3CCCCC3C2=O)c1)c1ccccc1 (stereo unspecified) | -3.1 | -12.5 | -3.2 | -17.7 | -38.6 | 13.0 | 5.5 | 2.7 | 10.2 | 0.7 | 7.1
CCOc1cc(N2CCOCC2)c(OCC)cc1NC(=O)COC(=O)/C=C/c1ccc(OC(F)F)cc1 | 12.3 | 12.0 | 2.6 | -21.0 | 16.1 | -1.0 | -2.4 | -12.3 | -23.5 | -8.0 | -9.4
CC(C)OCCCn1c(=S)[nH]c2cc3c(cc2c1=O)OCO3 | -16.6 | 6.5 | -6.7 | -25.8 | -5.9 | -2.4 | -8.4 | 4.5 | 9.7 | 19.6 | -1.9
COc1cc2c(cc1OC)CN(C(=O)Cc1c(F)cccc1Cl)CC2 | -2.7 | 4.8 | -6.6 | 2.9 | -15.5 | -21.6 | -1.4 | 10.1 | 1.9 | 4.0 | -3.6
CC(C)(C)NC(=O)NC(=O)COC(=O)c1ccc(OC(F)(F)F)cc1 | -11.8 | -14.9 | 2.5 | -6.3 | 9.7 | 1.8 | 2.9 | 14.5 | 9.5 | 0.3 | 9.4
COc1cccc(NC(=O)CN(C)CC(=O)Nc2ccc(Br)cc2)c1 | 1.9 | 12.6 | 7.4 | -11.0 | -0.3 | -6.6 | -0.7 | -28.2 | 3.8 | -6.7 | 6.8
O=P(Nc1ccccc1)(Nc1ccccc1)c1ccccc1 | 14.6 | -20.0 | -7.1 | -5.8 | 6.1 | -7.6 | 9.2 | 28.7 | -17.0 | 5.1 | 4.9
COc1cc(OC)cc(C(=O)NCCn2ccc3ccccc32)c1 | 0.8 | -16.6 | 9.7 | -6.1 | -6.8 | 11.3 | 0.7 | 6.5 | -9.9 | 13.6 | -0.3
O=C(COC(=O)c1cc(=O)[nH]c2ccccc12)Nc1ccc(Cl)cn1 | -6.8 | -6.4 | 9.7 | -5.4 | 4.1 | 5.6 | 4.3 | 22.1 | -44.0 | 8.9 | 9.4
CC(NC(=O)C(=O)NN=C1CCC(C(C)(C)C)CC1)c1ccccc1 (stereo unspecified) | 2.7 | -10.6 | -16.7 | -11.3 | 14.1 | -26.9 | -4.4 | -3.8 | 7.6 | -7.2 | 10.9
O=C(COc1ccccc1)Nc1cccc(-c2nc3cc4ccccc4cc3[nH]2)c1 | -42.7 | -24.4 | -136.7 | -79.0 | 6.5 | 64.2* | -52.0 | 77.0* | -51.6 | 9.3 | -36.1

Source: PubChem (several laboratories)
